# Screens: PubChem, several laboratories
# RGS4 pot – RGS4 potentiation or activation; B-score at 10 µM; HEK293 M3R/inducible RGS4, carbachol calcium flux Fluo4; hits give low values; 310,000 tested, 0.92% active;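 active means B-score of the integrated calcium signal more than 4 SD below the library mean, with starting fluorescence not abnormally high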;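 further: negative B-score means reduced calcium response which marks RGS4 activation or potentiation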
#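 Reagent: ECmax carbachol challenge; Test system: M3R-expressing HEK293 line, RGS4 induced by doxycycline; Schedule: overnight RGS4 induction, 30 min dye load 37 °C, 20 min compound RT; Detection: calcium dye Fluo4 fluorescence; Read-out: Agonist-evoked peak-minus-minimum fluorescence over baseline, integrated ratio, B score.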
# GSK3beta inhib – inhibitors of human GSK3beta kinase. P49841. AID 2097. GST-GSK3beta kinase, ADP-Glo luminescence, 60 min; hits give low values. activity score (negative = inhibition), % at 10 µM. 300,000 tested, 0.038% active;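 active means more than half of replicate wells score below -50%, meaning over 50% inhibition versus plate controls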;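 further: 0% = median DMSO wells and -100% = median GW8510 positive control wells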
#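 Test system: GST-fused GSK3beta enzyme, cell-free | Quantity: 1.6 ng GST-GSK3beta enzyme per well | Reagent: 25 µM ATP with peptide substrate | Schedule: 60 min enzyme reaction, room temperature | Signal: Luminescent ADP-Glo measurement of ADP formed | Read-out basis: Score relative to plate controls | Control set: DMSO and 20 µM GW8510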
# HDAC3 inhib – blocks human histone deacetylase 3; O15379; recombinant HDAC3, fluorogenic peptide/trypsin coupled, fluorescence; inhibition, % at 8.3 µM; 320,000 tested, 0.15% active; AID 2718; in the data active means inhibition above about 26%, passing the limit was not always enough
# GSK3A inh – blocks human GSK-3 alpha kinase; P49840; inhibition, % at 10 µM; ADP-Glo luminescence, 60 min; 320,000 tested, 0.1% active;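 in the data active means inhibition above about 50%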;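 further: GST-tagged GSK-3 alpha with peptide substrate and 25 µM ATP; 0% = DMSO neutral wells and 100% = GW8510 positive control wells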
# Dyrk1A ADPGlo – Dyrk1A (rat) kinase inhibition; Q63470; ADP-Glo luminescence, NFATc1 peptide; inhibition, % at 12.5 µM; 310,000 tested, 0.43% active; in the data active means inhibition above about 50%;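 further: plate controls were vehicle with enzyme for no effect and no enzyme for full effect; many of its hits are not listed in these tables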
# PolyA inh – blocks polyadenylation in yeast reporter cells; S. cerevisiae SKY197-pL101 polyadenylation reporter, beta-gal luminescence; efflux-impaired pdr1/pdr3 knockout yeast; score 100 = 6 SD above DMSO; calls only at 12 µM; 300,000 tested, 0.02% active; AID 1875;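 active means lowest replicate activity score at least 50, where 100 means six control SD above control mean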;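 further: yeast exposed to compound for 9 h at 30 °C; higher score means more reporter readthrough which indicates perturbed polyadenylation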
# KCNQ1 block – human KCNQ1 channel inhibition. P51787. CHO-K1 KCNQ1, FluxOR thallium flux fluorescence; hits give high values. B-score at 10 µM. 310,000 tested, 1.3% active. AID 2642;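 active means compounds whose thallium flux B-score, printed positive for inhibition, exceeds three library SD while starting fluorescence stays within three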;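 further: channel opened by potassium depolarization with thallium stimulus after 20 min compound exposure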
# KCNK9 block – blocks the human KCNK9 two-pore domain potassium channel | Q9NPC2 | HEK293 KCNK9, FluxOR thallium flux fluorescence; hits give low values | B-score at 10 µM | 310,000 tested, 1.2% active | AID 488922;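 active means ratio B-score over 3 SD below the library mean, with starting fluorescence within 5 SD of its mean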;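 further: negative B-score means less thallium flux so channel inhibition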
# KCNK3 inh – human KCNK3 channel inhibition, primary screen; O14649; CHO-KCNK3 thallium flux, FluxOR fluorescence; hits give low values; B-score at 10 µM; 340,000 tested, 0.84% active; AID 602410;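 active means B-score under library mean minus 4 SD, starting fluorescence ratio at most library mean plus 5 SD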;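 further: more negative B-score means stronger inhibition of thallium flux through KCNK3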
# hERG protect – hERG (human) protection from proarrhythmic block; Q12809; CHO-hERG, FluxOR thallium flux, dofetilide IC70 present; activation (rescue from dofetilide block), less the hit threshold, % at 10 µM; 310,000 tested, 0.51% active;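 active means activation above the mean of controls blocked by dofetilide plus 5 SD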;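 further: thallium influx through hERG after potassium depolarization seen as dye fluorescence rise; in these data hits start at about 4.7%; inactives centre near -7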
# Target sequence (Q12809 whole entry, looked up): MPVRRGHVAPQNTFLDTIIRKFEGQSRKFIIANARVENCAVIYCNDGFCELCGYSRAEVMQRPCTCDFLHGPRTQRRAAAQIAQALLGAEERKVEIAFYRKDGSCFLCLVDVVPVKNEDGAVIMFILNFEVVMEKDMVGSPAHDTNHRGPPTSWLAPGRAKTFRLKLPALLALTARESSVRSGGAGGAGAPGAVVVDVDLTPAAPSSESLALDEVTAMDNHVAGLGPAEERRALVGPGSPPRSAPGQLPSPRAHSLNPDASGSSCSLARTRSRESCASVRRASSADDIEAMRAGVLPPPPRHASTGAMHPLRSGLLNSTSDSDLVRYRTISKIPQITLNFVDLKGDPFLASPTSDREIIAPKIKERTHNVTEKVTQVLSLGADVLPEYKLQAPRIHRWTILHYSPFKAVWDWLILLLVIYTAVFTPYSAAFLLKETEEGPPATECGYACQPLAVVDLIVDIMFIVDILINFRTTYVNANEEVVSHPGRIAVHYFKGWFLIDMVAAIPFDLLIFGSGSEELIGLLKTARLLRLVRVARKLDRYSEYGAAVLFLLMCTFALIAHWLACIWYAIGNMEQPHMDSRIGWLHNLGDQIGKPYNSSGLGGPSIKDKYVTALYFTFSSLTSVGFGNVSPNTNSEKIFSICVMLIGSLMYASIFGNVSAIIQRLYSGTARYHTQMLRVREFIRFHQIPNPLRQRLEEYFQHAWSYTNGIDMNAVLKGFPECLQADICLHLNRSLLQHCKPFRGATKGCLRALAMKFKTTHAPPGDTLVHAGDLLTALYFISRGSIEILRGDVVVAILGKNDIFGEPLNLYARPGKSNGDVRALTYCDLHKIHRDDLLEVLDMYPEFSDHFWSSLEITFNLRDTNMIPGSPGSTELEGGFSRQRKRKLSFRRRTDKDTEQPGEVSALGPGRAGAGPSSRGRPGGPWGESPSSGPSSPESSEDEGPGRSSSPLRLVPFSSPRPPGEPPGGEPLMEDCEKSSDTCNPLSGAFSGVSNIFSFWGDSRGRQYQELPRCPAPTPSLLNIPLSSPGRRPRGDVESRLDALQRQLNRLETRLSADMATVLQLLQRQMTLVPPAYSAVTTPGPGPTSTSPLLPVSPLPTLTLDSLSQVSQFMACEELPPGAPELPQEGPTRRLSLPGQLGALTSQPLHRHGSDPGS
# KCNQ1 pot – potentiates or activates the human KCNQ1 potassium channel | CHO-K1 KCNQ1, thallium flux FluxOR fluorescence; hits give high values | B-score at 10 µM | 310,000 tested, 0.35% active | AID 2648;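 active means fluorescence ratio B-score, a plate-corrected score, at least three library SD, with initial intensity B-score within 5 SD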
#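 System: Stable KCNQ1 CHO-K1 line | Incubation: 90 min dye loading and 20 min compound exposure, both at room temperature | Measure: Ratio B score | Medium: Assay buffer for compound exposure, DMSO matched across wells | Compound dosing: Single-concentration screen | Probe or stimulus: K+/Tl+ depolarizing stimulus | Measured by: Kinetic FluxOR fluorescence, 10 s baseline plus 110 s post-stimulus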
# Starred values were filed as active, the others as inactive; i = inactive; · = no result given.
smiles	RGS4 pot	GSK3beta inhib	HDAC3 inhib	GSK3A inh	Dyrk1A ADPGlo	PolyA inh	KCNQ1 block	KCNK9 block	KCNK3 inh	hERG protect	KCNQ1 pot
O=C(CSc1nccc(=O)[nH]1)N1CCCc2ccccc21	i	3.2	4.1	-2.1	-6.9	i	i	i	i	-1.5	i
CCc1nnc(NC(=O)CSc2nnc(-c3ccccc3OC)n2-c2ccc(C)cc2)s1	i	3.5	0.0	3.0	2.1	i	i	i	i	-3.6	i
COCCNC(=O)c1c(CSc2ccc(F)cc2)noc1C(=O)NCc1ccccc1	i	2.1	-3.5	-0.5	·	i	i	i	i	-8.1	i
COC(=O)/C(=C1/Oc2cc3c(cc2S1)OCO3)C(F)(F)F	i	3.6	-10.8	0.7	-5.7	i	i	i	i	-0.3	i
CC(=O)Nc1ccc(S(=O)(=O)Oc2ccc(C(=S)N3CCC(O)CC3)cc2)cc1	i	-1.2	-1.4	-0.1	2.1	i	i	i	i	-10.4	i
COc1ccc(C2=NN(C(=O)c3cccs3)C(O)(C(F)(F)F)C2)cc1 (centres undefined)	i	1.9	11.2	-1.2	1.7	i	i	i	i	-6.1	i
COc1ccc(NC(=O)Cn2cnc3c(cnn3C(C)(C)C)c2=O)cc1OC	i	1.2	0.8	-1.6	-0.3	i	i	i	i	-6.1	i
Cc1cc2ccccc2n2c(SCC(=O)NCc3cccs3)nnc12	i	2.1	1.1	-0.6	-6.6	i	i	i	i	-10.1	i
C=CCc1ccc(OCCOCCN(C)C)c(OC)c1	i	-1.7	0.7	0.9	3.8	i	i	i	i	-3.0	i
CN(CC(=O)Nc1cccc(F)c1)C(=O)/C=C/c1cn(Cc2ccccc2)nc1-c1cccnc1	i	0.7	1.7	2.1	-1.3	i	i	i	i	-9.8	i
Cc1ccc(C)n1-c1ccccc1N	i	-1.3	-0.9	-5.3	·	i	i	i	·	-5.0	i
Cc1ccc(NS(=O)(=O)c2cccc(C(=O)NCc3ccccn3)c2)cc1	i	0.5	-4.0	-0.4	-2.1	i	i	i	i	-7.9	i
O=C(COC(=O)c1cccc(S(=O)(=O)N2CCOCC2)c1)Nc1nc(-c2ccccc2Cl)cs1	i	3.0	10.0	-1.2	-5.3	i	i	i	i	-14.4	i
CC(C)C[C@H](NC(=O)C1CC(=O)N(c2ccc3c(c2)OCO3)C1)C(=O)NC1CCCCC1 (some centres undefined)	i	-2.2	-0.9	-0.7	-2.8	i	i	i	i	-2.3	i
Cc1ccc(CSC2=NCCN2C(=O)c2ccco2)cc1	i	1.5	-4.6	-1.9	-6.0	i	i	i	i	1.2	i
CCOc1ccccc1C1C(C(=O)OC)=CN(C)C=C1C(=O)OC	i	-2.0	-16.8	6.4	-5.2	i	i	i	i	-11.0	i
O=C(CSc1nnc(Cc2ccccc2)n1Cc1ccco1)NC12CC3CC(CC(C3)C1)C2	i	-2.4	4.7	-4.5	9.0	i	i	i	i	-23.6	i
COc1ccc([N+](=O)[O-])cc1C(=O)NCCOc1ccc(Cl)cc1	i	-2.2	4.0	0.0	2.7	i	i	i	i	-6.0	i
CCOc1ccc(-c2nnn(CC(=O)c3ccc4c(c3)OCCO4)n2)cc1OCC	i	-0.1	-4.0	-3.6	1.1	i	i	i	i	-2.1	i
CC(CNC(=O)CC(C)(C)C)NC(=O)CC(C)(C)C (centres undefined)	i	2.2	2.8	-0.7	-1.0	i	i	i	i	-17.7	i
Cn1c(=O)oc2cc(S(=O)(=O)NCC3CCCO3)ccc21 (centres undefined)	i	-0.5	5.1	-2.8	-1.1	i	i	i	i	-10.8	i
Cc1ccc(C)c(S(=O)(=O)N(C(=O)c2ccncc2)c2ccc(OC(=O)c3ccncc3)cc2)c1	i	0.7	12.0	-0.8	1.5	i	i	i	i	-9.7	i
CCCCOc1ccc(CSC2=NCCN2)cc1[N+](=O)[O-]	i	-3.9	0.5	0.7	3.5	i	i	i	i	-6.8	i
Cn1c(CN2CCN(CCO)CC2)c(C#N)c2ccccc21	i	4.9	4.2	-2.3	19.4	i	i	i	i	-6.5	i
Cc1nn(C/C(C#N)=N\O)c(C)[n+]1N	i	1.4	-0.8	-2.5	-0.6	i	i	i	i	-11.6	i
O=C(N/C(=C\c1cccnc1)C(=O)N1CCOCC1)c1cccc(Br)c1	i	0.1	3.6	0.2	2.4	i	i	i	i	-8.0	i
Cc1cc(=O)oc(C)c1C(=O)NCc1c(F)cc(F)cc1F	i	1.5	0.3	-0.8	1.0	i	i	i	i	-11.6	i
COC(=O)c1ccc(NC(=O)COC(=O)C2CC(=O)N(Cc3ccccc3)C2)cc1 (centres undefined)	i	0.8	3.7	0.7	26.3	i	i	i	i	-0.3	i
Cc1c(NC(=O)CSc2ccccc2Cl)c(=O)n(-c2ccccc2)n1C	i	5.5	-3.0	-1.3	-5.1	i	i	i	i	-7.0	i
COc1ccc(C(NC(=O)C(C)C)c2c(O)ccc3ccccc23)cc1OC (centres undefined)	i	0.1	-0.4	-1.0	-6.8	i	i	i	i	-7.8	i
CN(C(=O)CCNC(=O)Cn1cnc2ccccc2c1=O)c1ccc(Br)cc1	i	1.9	-2.4	0.8	-3.8	i	i	i	i	-3.1	i
COC(=O)CSc1nnc(-c2ccccc2OC)o1	i	0.1	3.9	-0.4	9.2	i	i	i	i	-3.6	i
Cc1ccc(C)c(-n2nnnc2Sc2nnnn2-c2ccccc2)c1	i	-4.9	-1.5	-0.8	-7.9	i	i	i	i	-18.8	i
Fc1ccc(C2N(c3ccccc3)C(=S)N3CCCN23)cc1 (centres undefined)	i	2.7	-2.1	1.0	·	i	i	i	i	-9.3	i
CCOc1cc(NC(=O)C2CCCCC2)c(OCC)cc1NC(=O)c1ccccn1	i	0.8	-12.3	-2.8	-1.3	i	i	i	i	-9.3	i
Cc1ccc(-n2nnnc2SCC(=O)NNC(=O)c2ccco2)c(C)c1	i	-3.4	-2.5	-0.8	-5.3	i	i	i	i	-5.2	i
CCOC(=O)N1CCN(CC(=O)N2CCC(C(N)=O)CC2)CC1	i	0.3	-2.3	-0.9	-6.5	i	i	i	i	-8.3	i
COc1ccc(-n2nc3c(c2NC(=O)COc2cccc(OC)c2)CS(=O)(=O)C3)cc1	i	1.4	-3.1	0.6	-4.0	i	i	i	i	-8.3	i
CC1(N2CCOCC2)CC2(O)C(=[N+]1[O-])CCc1nonc12 (centres undefined)	i	-1.1	9.0	3.7	·	i	i	i	·	-5.5	i
CC1Nc2ncnc(N3CCN(c4ccccc4)CC3)c2N(Cc2ccccc2)C1=O (centres undefined)	i	2.7	-2.8	-3.0	-6.8	i	i	i	i	-9.1	i
COc1cc(C(=O)Nc2sc3c(c2C(=O)O)CCC3)cc(OC)c1OC	i	2.9	-3.3	-2.8	-3.0	i	i	i	i	-3.6	i
O=C(Nc1cc(Sc2ccccn2)cc([N+](=O)[O-])c1)c1ccc(Cl)cc1	-8*	-4.6	-0.6	-2.5	-3.3	i	i	i	i	-3.8	i
Cc1ccc(NC(=O)c2ccccc2-c2ccccc2C(=O)O)cc1C	i	0.6	-2.1	-2.2	-2.1	i	i	i	i	-8.5	i
NC(=O)c1nsc(C(=O)N(c2ccccc2F)C(C(=O)NCc2ccccc2)c2ccc(O)cc2)c1N (centres undefined)	i	-2.5	-9.0	2.7	1.6	i	i	i	i	-28.9	i
Cc1cc(S(=O)(=O)N2CCN(c3c(C)cccc3C)CC2)ccc1F	i	1.1	-0.4	-2.8	1.1	·	8*	i	i	-6.8	i
CCOC(=O)c1sc(-c2ccccc2)cc1NC(=O)Nc1ccc([N+](=O)[O-])cc1	i	5.8	7.1	6.5	3.9	i	i	i	i	-7.1	i
Cn1c(=O)c2c([nH]c(=O)n2C)n(C)c1=O	i	0.4	-2.7	-1.2	-9.3	i	i	i	i	-5.0	i
CC(C)Cc1ccc(C(C)C(=O)OCC(=O)c2c[nH]c3ccccc23)cc1 (centres undefined)	-7.34*	1.4	-7.8	-2.3	-0.6	i	i	-10.2*	i	-4.3	i
Cc1cc(NC(=O)CSc2nc3cc(C)c(C)cc3cc2C)no1	i	-0.9	-2.1	-1.1	1.1	i	i	i	i	-6.4	i
CCn1cc(C(=O)NCCCO)c(=O)c2cc(F)c(N3CCN(C)CC3)cc21	i	-2.9	-21.9	0.5	-0.7	i	i	i	i	-7.5	i

# Remaining list, next part.
smiles	RGS4 pot	GSK3beta inhib	HDAC3 inhib	GSK3A inh	Dyrk1A ADPGlo	PolyA inh	KCNQ1 block	KCNK9 block	KCNK3 inh	hERG protect	KCNQ1 pot
Cc1ccc(-n2ncc3c2CCCC3NC(=O)CCn2ccnc2C)cc1C (centres undefined)	i	-0.7	-1.1	-0.4	·	i	i	i	i	-6.0	i
CCOC(=O)c1cnn(CCOC(=O)c2ccccc2)c1NC(=O)c1ccccc1	i	3.3	-4.6	-1.7	1.5	i	i	i	i	-0.9	i
O=C(CSCCOc1ccccc1)NCc1ccncc1	i	0.5	3.6	-1.8	1.3	i	i	i	i	-8.0	i
CCOc1ccccc1CN1CCN(Cc2ccc3cc(F)ccc3n2)CC1CCO (centres undefined)	i	0.6	-0.3	0.6	-2.2	i	i	i	i	0.1	i
CCOC(=O)N1CCN(C(=O)CSCc2ccccc2)CC1	i	3.6	-9.2	-3.0	0.9	i	i	i	i	-5.3	i
COc1cc(C(=O)NCC2CCCO2)ccc1OCc1c(C)noc1C (centres undefined)	i	0.0	-7.0	-0.2	-1.8	i	i	i	i	-7.9	i
O=C(NCCN1CCOCC1)c1ccc(=O)n(Cc2ccc(Cl)cc2)c1	i	1.6	-2.5	2.2	0.4	i	i	i	i	-12.8	i
O=C(CSc1ncn(-c2ccccc2)n1)Nc1nc(-c2ccccc2)cs1	i	3.0	-2.2	-0.7	3.7	i	i	i	i	-4.2	i

# An excerpt. The share of hits here may be higher or lower than overall.
